Screening results: PubChem, Broad Institute
ERAP1 inh: ERAP1 (human) enzyme inhibition. 0.15% of 340,000 active. Q9NZ08. recombinant ERAP1, Leu-AMC fluorescence, 60 min. inhibition, % at 10.7 µM;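 active = mean replicate inhibition of at least 30%, or all replicates individually reaching that 30% level; inactive = mean below 30% and not every replicate reaching it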;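 also: 0% = neutral control wells and 100% = L-leucinethiol positive control wells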
PGC1a acetyl inh: modulators of PGC1a acetylation. 0.17% of 350,000 active. U2OS PGC1a acetylation, AlphaScreen anti-acetyl-lysine; with virally co-expressed GCN5 acetyltransferase. inhibition, % at 15.6 µM. AID 651687;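 active = every replicate shows inhibition of at least 40%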;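 also: 0% = neutral control wells and 100% = positive control wells; some results beyond the cut were filed as inactive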
Statin myotox sup: suppressors of simvastatin-induced myotoxicity in C2C12 myotubes; ATP luminescence, 48 h; scaled: DMSO 0, geranylgeraniol control 100; rescue of ATP level, % at 7.49 µM; 0.78% of 330,000 active; AID 602340;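 active = mean ATP rescue above about 67%, or every replicate alone reaching that limit, limit read from the data, passing the limit was not always enough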;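 also: myotubes were challenged with 10 µM simvastatin during compound exposure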
SIRT5 block: sirtuin-5 (human) deacylase inhibition. Purified SirT5, succinyl-peptide AMC, trypsin-coupled fluorescence. inhibition, % at 15 µM. 1.1% of 330,000 active. AID 652115; in the data active = inhibition above about 15%
Target sequence (Q9NXA8 whole entry, looked up): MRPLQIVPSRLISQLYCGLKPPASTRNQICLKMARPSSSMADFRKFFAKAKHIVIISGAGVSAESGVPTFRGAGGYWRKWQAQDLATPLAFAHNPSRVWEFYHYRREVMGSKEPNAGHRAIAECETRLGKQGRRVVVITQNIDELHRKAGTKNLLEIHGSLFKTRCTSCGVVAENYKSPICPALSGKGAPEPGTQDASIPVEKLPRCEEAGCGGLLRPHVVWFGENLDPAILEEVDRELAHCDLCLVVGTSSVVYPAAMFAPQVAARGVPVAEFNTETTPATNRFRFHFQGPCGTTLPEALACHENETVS
Cneo AK release: Cryptococcus neoformans lysis via adenylate kinase release. 0.2% of 360,000 active. lysis activity, % at 15 µM. C. neoformans lysis, adenylate kinase release luminescence, 4 h; normalised: neutral wells 0, clomiphene wells 100;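 active = mean lysis activity across replicates of at least 80%, whatever share of replicates individually reach that level; inactive = mean lysis activity below 80%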
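read-out = cell lysis signal | test system = log-phase Cryptococcus neoformans yeast cells | input = cells at 5 × 10^6 per mL | medium = fresh YPD growth medium | signal = luminescent adenylate kinase detection reagent | timing = 4 h at 37 °C static, read 1 h later | dosing = single dose | controls = Clomiphene as positive lysis control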
S100A4 MyoIIA: S100A4-myosin IIA interaction inhibition. P26447. S100A4/TAMRA-MyoIIA peptide fluorescence polarization. inhibition, % at 10.7 µM. 0.14% of 360,000 active;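 active = mean inhibition of at least 70% across replicates, with every replicate also reaching that level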
Target sequence (P26447 whole entry, looked up): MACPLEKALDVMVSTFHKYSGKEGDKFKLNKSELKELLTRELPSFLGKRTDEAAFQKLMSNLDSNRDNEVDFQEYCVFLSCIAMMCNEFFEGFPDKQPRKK
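Test system – S100A4 monomer (human) · Compound – single-point compound testing · Schedule – 5 min incubation before reading · Probe or stimulus – TAMRA-labelled myosin IIA heavy-chain peptide probe, 5 nM · Benchmarks – neutral control DMSO, positive control TFP · Medium – Calcium-containing HEPES buffer, pH 7.2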
Xi reactivation: reactivates the inactive X chromosome in mouse fibroblasts; XiGFP mouse fibroblasts, % GFP-positive cells imaging, 3 d; cells co-treated with 5-aza-dC sensitizer; scaled so ellipticine positive control = 100%; activation, % at 7.58 µM; 0.055% of 360,000 active; AID 743238;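 active = mean normalized replicate activation at least 10% and every replicate at or above 10%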;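 also: 0% = median of on-plate neutral control wells and 100% = ellipticine 6 µM median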
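material = 68-5-11 XiGFP fibroblast line | medium = DMEM plus 5-aza-dC sensitizer | schedule = 3 days compound exposure | benchmarks = positive control ellipticine, 6 µM final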
LGR2 inh: inhibitors of bursicon-induced Drosophila LGR2 receptor cAMP signaling | 0.35% of 380,000 active | HEK293 LGR2, CRE-luciferase, bursicon-stimulated, 4 h | inhibition, % at 9.99 µM | AID 720647;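 active = drop in luminescence signal, shown as inhibition above about 50% in the replicate tests, limit read from the data, passing the limit was not always enough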;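 also: agonist challenge used bursicon conditioned medium at about half maximal strength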
The depositor's hits bear a star; . = not tested or not shown. These rows are one share of the data; count on the stated rates, not on these rows.

Screens by letter: A = ERAP1 inh; B = PGC1a acetyl inh; C = Statin myotox sup; D = SIRT5 block; E = Cneo AK release; F = S100A4 MyoIIA; G = Xi reactivation; H = LGR2 inh
COc1cccc(C(=O)NNC(=O)c2ccc3ccccc3c2O)c1
  A = . | B = 1 | C = . | D = . | E = . | F = -3 | G = 0.0 | H = 7
COC(=O)[C@]12C[C@H](CC(=O)NCC34CC5CC(CC(C5)C3)C4)C(=O)N(Cc3ccccc3)C1=C[C@H](C(C)(C)C)O[C@@H]2C
  A = -4 | B = . | C = . | D = . | E = . | F = -12 | G = 0.2 | H = 6
Clc1ccc(OCCCCN2CCc3ccccc3C2)cc1
  A = -2 | B = . | C = . | D = 0 | E = . | F = -10 | G = 0.1 | H = -4
NC(=O)C1CCN(C(=O)c2cc(-c3ccccc3Cl)nc3ccccc23)CC1
  A = 0 | B = . | C = 7 | D = 6 | E = -1 | F = -2 | G = -0.1 | H = 3
C[C@H]1CCCCO[C@@H](CN(C)C(=O)Nc2ccc(C(F)(F)F)cc2)[C@@H](C)CN([C@@H](C)CO)C(=O)c2cc(NC(=O)c3ccccc3)ccc2O1
  A = -4 | B = . | C = -25 | D = 0 | E = 0 | F = 4 | G = -0.4 | H = 3
CCN1C(=O)c2cccc3c(S(=O)(=O)NCC4CCCO4)ccc1c23 (centres undefined)
  A = 1 | B = -24 | C = . | D = -6 | E = . | F = 2 | G = 1.2 | H = -12
CCOC(=O)C1=CCN(S(=O)(=O)c2ccccc2C)C1c1cccc(Br)c1 (centres undefined)
  A = -1 | B = -17 | C = -1 | D = -3 | E = 2 | F = -4 | G = 0.0 | H = 11
O=C(CCCCC(=O)OCC1COCO1)OCC1COCO1 (centres undefined)
  A = 0 | B = 9 | C = -4 | D = 3 | E = -1 | F = -1 | G = 0.0 | H = -11
CCc1nc2ccc(C(=O)N(C)Cc3ccco3)cn2c1N(CC)C(=O)NCCc1ccccc1
  A = 0 | B = -6 | C = 5 | D = -3 | E = 1 | F = 2 | G = 0.0 | H = 10
NC(=O)COC(=O)c1cc(=O)[nH]c2ccccc12
  A = . | B = -12 | C = 13 | D = 7 | E = 0 | F = -3 | G = . | H = 2
O=C1CCC(c2ccccc2)c2ccccc21 (centres undefined)
  A = -1 | B = -1 | C = 2 | D = 5 | E = 6 | F = -1 | G = -0.1 | H = 3
Cc1cnc(C(=O)OC(C(=O)Nc2cc(C(F)(F)F)ccc2Cl)c2ccccc2)cn1 (centres undefined)
  A = 0 | B = -9 | C = 2 | D = 2 | E = 1 | F = -2 | G = 0.1 | H = -17
COc1ccc(S(=O)(=O)Nc2ccc3c(c2)CC(=O)N([C@H](C)CO)C[C@H](C)[C@@H](CN(C)C(=O)Nc2c(C)noc2C)O3)cc1
  A = 1 | B = -1 | C = -53 | D = 1 | E = 2 | F = 9 | G = 0.2 | H = -12
O=C(COC(=O)c1ccc2c(c1)OCCO2)NCCc1ccc(F)cc1
  A = -2 | B = 14 | C = -7 | D = -2 | E = -1 | F = -1 | G = 0.2 | H = -1
CN(C)C(=O)N1CCC(C(=O)NCc2ccccc2)CC1
  A = . | B = -8 | C = 13 | D = . | E = 0 | F = . | G = . | H = -21
COC(=O)c1ccccc1NC(=O)c1nc(S(=O)(=O)Cc2ccccc2)ncc1Cl
  A = 1 | B = . | C = -141 | D = -1 | E = 0 | F = 2 | G = 0.0 | H = 14
NC(=S)NNC(=S)Nc1ccccc1
  A = 2 | B = 2 | C = . | D = 1 | E = . | F = 6 | G = 0.0 | H = 7
O=C(c1ccc(Cl)cc1)c1c[nH]c(C(=O)NNc2ccccc2)c1
  A = -1 | B = -15 | C = 20 | D = 0 | E = . | F = -4 | G = -0.1 | H = 28
C[C@H]1CN([C@@H](C)CO)C(=O)c2cc(C#CC(C)(C)O)cnc2O[C@H]1CN(C)C(=O)C1CCC1
  A = 0 | B = 4 | C = 9 | D = -2 | E = -1 | F = -1 | G = -1.3 | H = -7
NC(=O)c1ccc(Cl)c2ccccc12
  A = 3 | B = . | C = 11 | D = -1 | E = -2 | F = -4 | G = 0.0 | H = 5
CCCc1nc2ccc(Br)cn2c1Cc1ccccc1
  A = 4 | B = 1 | C = -7 | D = 0 | E = 8 | F = 9 | G = 0.3 | H = -46
Cc1ccc(-n2c(COc3cccc(C)c3)n[nH]c2=S)cc1
  A = -1 | B = . | C = . | D = 13 | E = . | F = -3 | G = 0.2 | H = 19
O=C(/C=C/c1c(F)cccc1Cl)Nc1nn[nH]n1
  A = -3 | B = 2 | C = 2 | D = 1 | E = . | F = 1 | G = 0.0 | H = -21
CCC1(c2ccccc2)NC(=O)N(CC(=O)Nc2ccccc2N2CCCC2)C1=O (centres undefined)
  A = 3 | B = -1 | C = 7 | D = 1 | E = 0 | F = -3 | G = 0.2 | H = 20
CCCCN1C(=O)C(CC(=O)NCCCCc2ccccc2)CC(C(=O)N2CCOCC2)=C1C (centres undefined)
  A = . | B = -11 | C = -1 | D = 1 | E = . | F = -2 | G = 0.1 | H = 5

Exported in markdown: part of the list above.
| SMILES | ERAP1 inh | PGC1a acetyl inh | Statin myotox sup | SIRT5 block | Cneo AK release | S100A4 MyoIIA | Xi reactivation | LGR2 inh |
| --- | --- | --- | --- | --- | --- | --- | --- | --- |
| O=C(c1ccc(Cl)cc1)c1c[nH]c(C(=O)NNc2ccccc2)c1 | -1 | -15 | 20 | 0 | . | -4 | -0.1 | 28 |
| C[C@H]1CN([C@@H](C)CO)C(=O)c2cc(C#CC(C)(C)O)cnc2O[C@H]1CN(C)C(=O)C1CCC1 | 0 | 4 | 9 | -2 | -1 | -1 | -1.3 | -7 |
| NC(=O)c1ccc(Cl)c2ccccc12 | 3 | . | 11 | -1 | -2 | -4 | 0.0 | 5 |
| CCCc1nc2ccc(Br)cn2c1Cc1ccccc1 | 4 | 1 | -7 | 0 | 8 | 9 | 0.3 | -46 |
| Cc1ccc(-n2c(COc3cccc(C)c3)n[nH]c2=S)cc1 | -1 | . | . | 13 | . | -3 | 0.2 | 19 |
| O=C(/C=C/c1c(F)cccc1Cl)Nc1nn[nH]n1 | -3 | 2 | 2 | 1 | . | 1 | 0.0 | -21 |
| CCC1(c2ccccc2)NC(=O)N(CC(=O)Nc2ccccc2N2CCCC2)C1=O (centres undefined) | 3 | -1 | 7 | 1 | 0 | -3 | 0.2 | 20 |
| CCCCN1C(=O)C(CC(=O)NCCCCc2ccccc2)CC(C(=O)N2CCOCC2)=C1C (centres undefined) | . | -11 | -1 | 1 | . | -2 | 0.1 | 5 |

Remaining list, next part:
Each structure is followed by: ERAP1 inh | PGC1a acetyl inh | Statin myotox sup | SIRT5 block | Cneo AK release | S100A4 MyoIIA | Xi reactivation | LGR2 inh
Cc1ccc(N2CC(C(=O)Nc3ccc(S(=O)(=O)Nc4nccc(C)n4)cc3)CC2=O)cc1 (centres undefined)
 : -4 | . | . | -2 | . | 2 | 0.0 | .
Cc1ccc(Cn2cc(SCC(N)=O)c3ccccc32)cc1
 : 4 | 1 | 3 | -6 | 1 | -5 | -0.1 | .
C[C@@H]1CN([C@H](C)CO)S(=O)(=O)c2ccc(-c3ccccc3)cc2O[C@H]1CN(C)C(=O)C1CCCCC1
 : -2 | -10 | -31 | 9 | 105* | -10 | -0.7 | -12
CCCCNCc1ccc(OCc2ccc(Cl)nc2)c(OC)c1
 : 0 | -4 | 0 | -2 | 4 | 0 | -0.1 | -5
Clc1ccc(Cc2nnc(-c3ccccc3Br)o2)cc1
 : -1 | 5 | . | 0 | 1 | -3 | 0.0 | -31
N/C(=N\OC(=O)CCCc1ccccc1)c1ccc(Br)cc1
 : 1 | 5 | -2 | -2 | -1 | -7 | 0.3 | -9
O=C(O)CSc1nc2ccccc2n1Cc1ccccc1
 : -2 | 3 | -1 | -3 | 2 | 0 | 0.0 | 7
O=C(COc1ccc(Br)cc1)OCCN1CCCCC1
 : 0 | -7 | 6 | -2 | 3 | 0 | 0.2 | 2
O=C(Nc1nnc(C2=COCCO2)o1)c1ccc(S(=O)(=O)N2CCOCC2)cc1
 : 0 | . | . | 1 | . | 0 | 0.0 | 17
CC1CN(c2cc(=O)n(-c3ccccc3)c(=O)[nH]2)CC(C)O1 (centres undefined)
 : 3 | . | -2 | 0 | 12 | -1 | 0.0 | 5
O=C(NCC[C@H]1CC[C@@H](NS(=O)(=O)c2cccc(F)c2)[C@H](CO)O1)C1CCCCC1
 : 0 | -1 | 2 | -1 | -4 | -5 | 0.1 | 0
CC(C)NC(=O)Nc1ccc2c(c1)C(=O)N([C@H](C)CO)C[C@@H](C)[C@H](CN(C)C(=O)Nc1ccccc1)O2
 : 4 | 11 | -8 | 0 | -5 | 0 | -0.6 | 4
CN(CC1COc2ccccc2O1)C(=O)c1ccc(Cl)c(S(=O)(=O)N2CCCCCC2)c1 (centres undefined)
 : -3 | 0 | -11 | -2 | -1 | 1 | -0.1 | 0
CCCCn1c(=O)cc(N2CCOCC2)[nH]c1=O
 : 4 | 6 | -7 | -4 | 1 | -2 | 0.2 | -7
CC(=O)c1ccc(NC(=O)c2cc(C)no2)cc1
 : 2 | . | -4 | 1 | . | 5 | 0.0 | -11
COCCNC(=S)N(CCc1c(C)[nH]c2ccc(C)cc12)Cc1ccco1
 : -1 | -2 | . | -1 | . | -3 | 0.0 | -2
COc1cc(C2=NOC(C(=O)NCc3ccc(F)cc3)C2)cc(OC)c1OC (centres undefined)
 : . | -6 | -99 | . | 12 | . | . | -3
S=C(NCc1ccco1)Nc1ccc(Cl)cc1Cl
 : 3 | . | . | -1 | . | -4 | -0.1 | -33
O=C(CSc1nnc(Nc2ccccc2)s1)Nc1cccnc1Cl
 : . | -2 | . | . | 2 | . | -0.1 | -23
CCOC(=O)N1CCc2c(sc(NC(=O)C3=COCCO3)c2C(N)=O)C1
 : 5 | 0 | -10 | -4 | -3 | -6 | 0.2 | 2
CC(C)(C)N(Cc1ccc2c(c1)OCO2)C(=O)/C=C\S(=O)c1ccccc1 (centres undefined)
 : 0 | . | . | 2 | . | 11 | 0.2 | 59*
CCCNC(=O)N1C[C@H](O)COC[C@H]2O[C@@H](CC(=O)N3CCOCC3)CC[C@@H]21
 : 1 | 1 | -9 | 0 | 0 | -8 | 0.0 | -18
O=C(COc1coc(CN2CCN(c3ccccc3F)CC2)cc1=O)NCC1CCCO1 (centres undefined)
 : -2 | . | 0 | -3 | 0 | -5 | 0.3 | 10
O=C(COC(=O)CNC(=O)c1ccccc1F)Nc1ccc2[nH]c(=O)[nH]c2c1
 : -1 | -5 | -1 | -2 | 6 | 2 | 0.1 | 7
CCC(=O)N(C)C[C@H]1Oc2ncc(C#Cc3ccccc3OC)cc2C(=O)N([C@H](C)CO)C[C@H]1C
 : 2 | -4 | -21 | -5 | 3 | 5 | -1.0 | 8
CC(C)NC(=O)N(C)C[C@@H]1Oc2cc(C3=CCCC3)ccc2S(=O)(=O)N([C@H](C)CO)C[C@H]1C
 : 4 | -9 | 12 | 3 | 0 | -11 | -0.8 | 4
CCOC(=O)Cc1csc(NC(=O)CN2CCN(CC)CC2)n1
 : -2 | 17 | 3 | -2 | -3 | -11 | 0.3 | 3
CC(=O)Nc1ccc(NC(=O)C(C)OC(=O)c2ccc(S(=O)(=O)N3CCCCCC3)cc2)cc1 (centres undefined)
 : -2 | 7 | -9 | . | 1 | 1 | 0.0 | .
Cc1cc(NS(=O)(=O)c2ccc(N3C(=O)C4C5C=CC(C5)C4C3=O)cc2)nc(C)n1 (centres undefined)
 : -1 | -5 | 5 | -2 | . | 0 | 0.0 | -1
